LYPLA2 counter = counter-screen for PME1 inhibitors: inhibitors of human LYPLA2; O95372; recombinant LYPLA2, FP-Rh probe fluorescence polarization; inhibition, % at 5.9 µM; 320,000 tested, 0.38% active; AID 2177;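 active = inhibition above the screen-wide mean plus 3 SD, limit set per campaign, cut at about 26% in these data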;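 also: 0% = LYPLA2 with DMSO and 100% = wells lacking LYPLA2 enzyme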
Target sequence (O95372 whole entry, looked up): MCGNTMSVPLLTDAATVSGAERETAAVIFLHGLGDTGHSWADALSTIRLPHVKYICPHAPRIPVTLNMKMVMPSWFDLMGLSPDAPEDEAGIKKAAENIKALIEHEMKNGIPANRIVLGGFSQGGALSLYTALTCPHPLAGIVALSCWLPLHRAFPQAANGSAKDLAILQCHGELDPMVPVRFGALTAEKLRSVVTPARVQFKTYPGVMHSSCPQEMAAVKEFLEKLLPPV
GSTO1 inh = blocks human GSTO1 in RBBP9 counter-screen | AID 1974 | 300,000 tested, 1.1% active | P78417 | recombinant GSTO1, activity-based probe fluorescence polarization | inhibition, % at 5.96 µM;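 active = inhibition above the campaign mean inhibition plus 3 SD, cut at about 35% in these data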;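 also: 0% = GSTO1-1 with DMSO and 100% = wells lacking GSTO1-1 enzyme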
Target sequence (P78417 whole entry, looked up): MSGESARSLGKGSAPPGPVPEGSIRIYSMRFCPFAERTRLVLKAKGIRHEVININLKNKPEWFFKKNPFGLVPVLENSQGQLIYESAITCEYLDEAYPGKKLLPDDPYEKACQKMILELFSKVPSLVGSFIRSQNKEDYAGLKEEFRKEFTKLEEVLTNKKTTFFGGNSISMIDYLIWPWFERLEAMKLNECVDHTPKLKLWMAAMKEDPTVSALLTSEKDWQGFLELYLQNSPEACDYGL
PAFAH1B3 FP inh = inhibitors of human PAFAH1B3; Q15102; recombinant PAFAH1B3, FP-rhodamine probe, fluorescence polarization; inhibition, % at 3.39 µM; 340,000 tested, 0.28% active; AID 492972;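 active = inhibition above the screen-wide average of all tested compounds plus 3 SD, cut at about 25% in these data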;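 also: 0% = enzyme with DMSO only and 100% = wells lacking PAFAH1B3 protein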
PME-1 inh = PME-1 (human) inhibition; 320,000 tested, 0.53% active; inhibition, % at 5.9 µM; recombinant PME-1, FP-Rh probe fluorescence polarization; AID 2130;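 active = inhibition above the campaign mean of all compounds plus 3 SD, cut at about 26% in these data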;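 also: competitive labeling of PME-1 active site by serine hydrolase directed probe; 0% = PME-1 with DMSO and 100% = wells lacking PME-1 enzyme; inhibitors block probe labeling so polarization falls and inhibition rises; many of its hits are not listed in these tables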
LYPLA1 inh = counter-screen for PME1 inhibitors: inhibitors of human LYPLA1; recombinant LYPLA1, FP-Rh probe fluorescence polarization; inhibition, % at 5.9 µM; 320,000 tested, 0.16% active; AID 2174;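 active = inhibition above the mean of all tested compounds plus 3 SD, set per campaign, cut at about 14% in these data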;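 also: inhibitors block serine hydrolase probe labeling of LYPLA1 so polarization falls; 0% = enzyme with DMSO and 100% = wells lacking LYPLA1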
Target sequence (O75608 whole entry, looked up): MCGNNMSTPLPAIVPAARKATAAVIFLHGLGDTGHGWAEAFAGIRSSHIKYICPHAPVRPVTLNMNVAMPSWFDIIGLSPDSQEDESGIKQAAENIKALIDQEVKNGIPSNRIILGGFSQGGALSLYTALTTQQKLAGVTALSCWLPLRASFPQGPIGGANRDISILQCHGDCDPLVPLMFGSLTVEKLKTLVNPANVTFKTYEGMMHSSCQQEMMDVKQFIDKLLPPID
PAFAH1B2 inh = PAFAH1B2 (human) inhibition | P68402 | recombinant PAFAH1B2, FP-rhodamine activity probe, fluorescence polarization | inhibition, % at 3.39 µM | 340,000 tested, 1.2% active | AID 492953;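 active = inhibition above the mean of all tested compounds plus 3 SD, cut at about 24% in these data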;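 also: 0% = enzyme with DMSO and 100% = wells lacking PAFAH1B2; many of its hits are not listed in these tables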
Target sequence (P68402 whole entry, looked up): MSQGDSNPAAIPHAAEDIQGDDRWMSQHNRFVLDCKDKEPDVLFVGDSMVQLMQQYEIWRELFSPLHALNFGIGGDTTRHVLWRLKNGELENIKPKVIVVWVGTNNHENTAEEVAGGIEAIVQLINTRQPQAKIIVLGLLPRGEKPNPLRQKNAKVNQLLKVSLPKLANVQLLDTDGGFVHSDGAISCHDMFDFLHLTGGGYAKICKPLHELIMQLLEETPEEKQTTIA
pPAFAH inh = inhibitors of human plasma PAF acetylhydrolase (pPAFAH) | 330,000 tested, 1.5% active | inhibition, % at 3.39 µM | recombinant pPAFAH, FP-rhodamine probe fluorescence polarization;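 active = inhibition above the mean inhibition across the screen plus 3 SD, cut at about 25% in these data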;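 also: inhibitors block binding of the rhodamine activity-based probe so polarization drops; 0% = enzyme with DMSO and 100% = wells lacking pPAFAH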
PAD4 inh = PAD4 (human) enzyme inhibition; recombinant PAD4, RCA probe fluorescence polarization; inhibition, % at 6.36 µM; 330,000 tested, 0.41% active;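 active = percent inhibition above a cutoff equal to the mean of all tested compounds plus 3 SD, cut at about 15% in these data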;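 also: 0% = PAD4 with RCA probe and DMSO and 100% = probe without PAD4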
PREPL inhibitor = inhibits the human prolyl oligopeptidase-like enzyme | inhibition, % at 5.96 µM | Q4J6C6 | AID 2751 | 320,000 tested, 0.68% active | recombinant PREPL, fluorescence polarization activity-based probe; in the data active = inhibition above about 43%;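 also: 0% = enzyme with DMSO and 100% = wells lacking enzyme; many of its hits are not listed in these tables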
* hit, by the source's call; / = no result given. These rows are one share of the data, so the mix of outcomes need not match the whole.

SMILES	LYPLA2 counter	GSTO1 inh	PAFAH1B3 FP inh	PME-1 inh	LYPLA1 inh	PAFAH1B2 inh	pPAFAH inh	PAD4 inh	PREPL inhibitor
Cc1cc(C)n(CC(C)NC(=O)CCc2nnc(CCc3ccccc3)o2)n1 (stereo unspecified)	-1	-1	6	3	2	3	3	-1	-8
COc1ccc(S(=O)(=O)CCC(=O)N2CCN(c3cccc(Cl)c3)CC2)cc1	11	-8	-2	2	4	9	3	-1	-18
CCOCCCN(C(=O)CNC(=O)c1ccco1)C(C(=O)NC1CCCC1)c1ccccc1C (stereo unspecified)	5	-2	9	0	0	5	0	-6	10
CCOC(=O)c1c(C)n(C)c2ccc(OCC(O)Cn3nc(C)c(Br)c3C)cc12 (stereo unspecified)	0	34	1	11	-4	-3	9	1	23
CC(=O)Nc1nnc(SCc2ccccc2F)s1	5	-1	1	4	-1	6	4	-3	-2
Cc1cc(C(C)(C)C)cc(C)c1S(=O)(=O)N1CC(=O)Nc2ccccc21	0	-2	1	-2	-2	8	6	3	-11
COc1cc(/C=C(/NC(C)=O)C(=O)O)cc(Cl)c1OCc1ccc(Br)cc1	6	28	-3	-1	1	4	22	-4	-2
CCC(C)(C)c1ccc(OCC(=O)N(C)C)c(C(C)(C)CC)c1	-4	4	/	1	2	/	8	-1	9
CCN(CC)c1ccc(-n2c(C)c(C(C)=O)c(C(C)=O)c2C)cc1	1	1	10	11	3	13	17	-3	-1
O=C(Nc1ccc(O)cc1)c1ccc(C(=O)c2ccccc2)o1	-1	-2	1	-5	-2	0	1	0	7
CCN(CCn1cccn1)C(=O)CC1C(=O)NCCN1Cc1cccc(OC)c1OC (stereo unspecified)	10	-1	5	6	6	-7	-2	-6	6
Nc1nonc1-c1nc2ccccc2n1Cc1ccc(Cl)cc1	-13	-3	9	-9	-2	-1	-8	-4	3
Cc1cccc(CN2C(=O)N/C(=C/c3cc(C)n(-c4ccccn4)c3C)C2=O)c1	-6	1	-2	6	0	5	8	1	2
CC[C@]12c3[nH]c4ccc(OC)cc4c3CCN1C(=O)C(CC(=O)NC/C=C(\C)CCC=C(C)C)C[C@@H]2C(=O)N1CCN(C(=O)C2CC2)CC1 (stereo partly specified)	/	/	8	/	/	1	10	5	/
CCOc1ccc(-c2nnc3sc(COc4ccc(Cl)cc4)nn23)cc1	6	3	3	-8	-3	-1	0	1	9
Fc1ccc(NC(=S)NCc2ccccn2)cc1	-4	-3	0	2	0	4	-1	-1	-4
NCCSC1CC(=O)N(c2ccc(F)cc2)C1=O (stereo unspecified)	-7	9	4	3	2	4	-7	-3	8
COc1ccc(N2CCN(c3ccc(N4C(=O)COCC4=O)cc3[N+](=O)[O-])CC2)cc1	6	3	-6	-6	2	1	4	2	11
C=CC[C@H](CC(=O)N(CCO)Cc1ccccc1)C(=O)N[C@H](COC(=O)[C@@H](CC=C)CC(=O)OC(C)(C)C)Cc1ccccc1	/	/	0	/	/	2	5	1	5
CCCc1ccc(OCCNC(=O)C2CCCCC2)cc1	3	2	0	-3	-2	1	6	0	3
Cc1ccc(-c2nnc(NCc3ccccc3)c3ccccc23)cc1	6	3	-2	5	2	0	5	2	-2
COc1ccc(NC(=S)N(CCCN2CCCCC2)Cc2cccs2)cc1	10	-3	5	-4	3	4	-7	0	17
COc1ccc(-c2c(-c3ccc(S(C)(=O)=O)cc3)sc3ccc(OC)cc23)cc1	/	/	7	/	/	-1	21	-7	19
Cc1cc2cc(CCNC(=O)c3ccc(S(=O)(=O)N4CCOCC4)cc3)c(=O)[nH]c2cc1C	12	-2	3	20	-2	-5	3	-2	-11

The final 2 entries of the section before are carried over, then new ones follow:
SMILES	LYPLA2 counter	GSTO1 inh	PAFAH1B3 FP inh	PME-1 inh	LYPLA1 inh	PAFAH1B2 inh	pPAFAH inh	PAD4 inh	PREPL inhibitor
COc1ccc(-c2c(-c3ccc(S(C)(=O)=O)cc3)sc3ccc(OC)cc23)cc1	/	/	7	/	/	-1	21	-7	19
Cc1cc2cc(CCNC(=O)c3ccc(S(=O)(=O)N4CCOCC4)cc3)c(=O)[nH]c2cc1C	12	-2	3	20	-2	-5	3	-2	-11
CCCOc1ccc(CCC(=O)N/N=C/c2ccncc2)cc1	-4	4	11	0	-1	6	-4	1	4
Nn1c(SCC(=O)Nc2c(F)cc(F)cc2Br)nnc1C1CCCCC1	-7	2	2	-4	-3	2	4	2	-2
O=C(O)CCCCCNS(=O)(=O)c1c(Cl)cccc1Cl	-3	5	4	-4	-3	6	-5	-9	0
Cc1ccc(C)c(NC(=S)NCCc2ccc(F)cc2)c1	-1	-1	5	10	-2	3	1	-2	-7
CCOc1ccc(NC(=O)CC2C(=O)N(c3ccc(OC)c(Cl)c3)C(=S)N2C2CC2)cc1 (stereo unspecified)	-1	-9	0	-9	0	4	1	2	5
COc1ccc(C(OCC(O)CNC(C)c2ccccc2)c2ccc(OC)cc2)cc1 (stereo unspecified)	0	-1	-9	-2	-1	5	-1	0	17
CCN1C(=O)S/C(=C/c2ccc(Sc3nc4ccccc4[nH]3)o2)C1=O	-1	-2	-2	-9	-3	-1	-2	-38	-8
CCSc1ncnc2sc(C)c(C)c12	5	1	3	-3	1	0	4	-3	-2
Cn1cc(/C=C(\C#N)C(=O)Nc2ncc(Cc3cccc(Cl)c3)s2)c2ccccc21	-7	-2	/	-4	-5	/	1	-7	13
Cc1ccccc1CNC(=O)c1ccccc1C	2	-3	1	1	-1	3	2	-3	-9
Cc1ccc(NC(=O)CSc2nc3nn(-c4ccccc4)c(=O)c-3c3n2CCCCC3)cc1F	/	/	4	/	/	1	11	-1	37
CCN(c1ccccc1)S(=O)(=O)c1cc(NC(=O)CN2CCN(C)CC2)ccc1Cl	/	/	3	/	/	2	0	-4	0

A draw from above in order of molecular weight, smallest number first.
SMILES	LYPLA2 counter	GSTO1 inh	PAFAH1B3 FP inh	PME-1 inh	LYPLA1 inh	PAFAH1B2 inh	pPAFAH inh	PAD4 inh	PREPL inhibitor
O=C(Nc1ccc(O)cc1)c1ccc(C(=O)c2ccccc2)o1	-1	-2	1	-5	-2	0	1	0	7
CCN(CC)c1ccc(-n2c(C)c(C(C)=O)c(C(C)=O)c2C)cc1	1	1	10	11	3	13	17	-3	-1
O=C(O)CCCCCNS(=O)(=O)c1c(Cl)cccc1Cl	-3	5	4	-4	-3	6	-5	-9	0
CCN1C(=O)S/C(=C/c2ccc(Sc3nc4ccccc4[nH]3)o2)C1=O	-1	-2	-2	-9	-3	-1	-2	-38	-8
Cc1cccc(CN2C(=O)N/C(=C/c3cc(C)n(-c4ccccn4)c3C)C2=O)c1	-6	1	-2	6	0	5	8	1	2
COc1ccc(S(=O)(=O)CCC(=O)N2CCN(c3cccc(Cl)c3)CC2)cc1	11	-8	-2	2	4	9	3	-1	-18
COc1ccc(N2CCN(c3ccc(N4C(=O)COCC4=O)cc3[N+](=O)[O-])CC2)cc1	6	3	-6	-6	2	1	4	2	11
Nn1c(SCC(=O)Nc2c(F)cc(F)cc2Br)nnc1C1CCCCC1	-7	2	2	-4	-3	2	4	2	-2
CCN(c1ccccc1)S(=O)(=O)c1cc(NC(=O)CN2CCN(C)CC2)ccc1Cl	/	/	3	/	/	2	0	-4	0
COc1cc(/C=C(/NC(C)=O)C(=O)O)cc(Cl)c1OCc1ccc(Br)cc1	6	28	-3	-1	1	4	22	-4	-2
CCOC(=O)c1c(C)n(C)c2ccc(OCC(O)Cn3nc(C)c(Br)c3C)cc12 (stereo unspecified)	0	34	1	11	-4	-3	9	1	23
Cc1cc2cc(CCNC(=O)c3ccc(S(=O)(=O)N4CCOCC4)cc3)c(=O)[nH]c2cc1C	12	-2	3	20	-2	-5	3	-2	-11
Cc1ccc(NC(=O)CSc2nc3nn(-c4ccccc4)c(=O)c-3c3n2CCCCC3)cc1F	/	/	4	/	/	1	11	-1	37

The list goes on:
SMILES	LYPLA2 counter	GSTO1 inh	PAFAH1B3 FP inh	PME-1 inh	LYPLA1 inh	PAFAH1B2 inh	pPAFAH inh	PAD4 inh	PREPL inhibitor
Cc1cc2cc(C(c3nnnn3Cc3ccco3)N3CCCCC3)c(=O)[nH]c2cc1C (stereo unspecified)	-3	2	1	-2	1	4	-2	0	9
O=C(Nc1ccc(Cc2ccncc2)cc1)c1cc([N+](=O)[O-])ccc1N1CCOCC1	-4	-1	4	0	-4	3	1	-4	12
Cc1cc(OCCCCN2C(=O)NC(C)(C)C2=O)cc(C)c1Cl	-8	6	8	0	-4	5	1	-2	5
COc1cccc(C(=O)Nc2nc3c(s2)CN(C)CC3)c1	-1	3	0	-6	-3	-1	1	3	-9
Cc1cccc(NC(=O)c2nc[nH]c2C(=O)NCCCNC(=O)c2[nH]cnc2C(=O)Nc2cccc(C)c2)c1	/	/	1	/	/	5	3	0	-46
Cc1ccc(Cl)cc1N1CCN(C(=O)C2(S(=O)(=O)c3ccc(Cl)cc3)CC2)CC1	5	-1	8	2	3	4	-2	3	7
CCOc1ccc(NC(=O)CN2CCN(CC(=O)Nc3ccc4c(c3)OCO4)CC2)cc1	-3	4	-10	-2	-4	0	1	-6	-1
Clc1ccc(-c2nc(C3CCCCC3)no2)cc1	0	1	10	0	2	1	3	-1	-2
O=c1c(Cl)c(Cl)cnn1Cc1ccc(F)cc1	4	9	-86	0	1	0	3	0	-4
CCN(CC)CCNC(=O)c1ccc(NC(=O)c2cn(-c3ccccc3)nc2-c2cccs2)cc1	-46	-30	-17	-50	-27	-12	-21	-12	-56
Cc1ccc(S(=O)(=O)CCC(=O)OC2CC(C)OC2=O)cc1 (stereo unspecified)	/	/	2	/	/	8	2	1	4
COc1ccc(CN2CCNC(=O)C2CC(=O)N2CCCO2)c(OC)c1 (stereo unspecified)	-7	2	-2	1	-5	0	0	-3	1
COC(=O)CN(C#N)c1nc(SC)nc(N(C)C)n1	3	7	8	1	-2	-6	5	4	9
COC(=O)c1nc(-n2nc(C)cc2C)ccc1Cl	-2	4	-5	4	-1	3	1	0	8
COc1ccc(NC(=O)CCN2CCN(S(=O)(=O)c3ccc(Br)cc3)CC2)cc1	6	71*	-3	5	0	21	8	1	5
COc1ccc(-c2noc(-c3ccccc3C(=O)NCc3ccco3)n2)cc1OC	-3	-3	-3	-1	-3	-4	0	-2	15
CSCc1ccc(C(=O)N2CCCC(Nc3ccc(F)cc3)C2)o1 (stereo unspecified)	1	3	1	-1	-1	6	-1	-5	21
Cc1cccc(Cn2c(N(C)CCO)nc3c2c(=O)[nH]c(=O)n3C)c1	0	-2	3	-2	3	-5	0	-3	2
O=C(COC(=O)COc1ccccc1)NCc1ccco1	6	8	-3	5	4	6	15	5	-6
CN1C(C(=O)NCc2cccc(C(F)(F)F)c2)CC2Cn3c(nc4cc5ccccc5cc43)C21 (stereo unspecified)	-5	2	-3	1	2	5	4	2	-46
CCCCNC(=O)c1ccccc1NC(=O)CCSc1ccccc1	4	10	3	6	-3	-3	1	-4	-2
CCOC(=O)CCn1c2nc(C)cc(C)c2c(=O)n1-c1ccccc1	1	-2	4	-2	1	-1	-5	3	-9
Cc1ccc(S(=O)(=O)N(C)C[C@H]2Oc3ccc(NC(=O)Nc4c(C)noc4C)cc3CC(=O)N([C@@H](C)CO)C[C@@H]2C)cc1	/	/	8	/	/	6	1	2	17
CCN1CCN(C(=O)C2CCC(CNS(=O)(=O)c3ccc(NC(C)=O)cc3)CC2)CC1 (stereo unspecified)	-4	5	5	5	3	6	2	2	0
CC1CC(C)CN(C(=O)CSc2ncnc3sccc23)C1 (stereo unspecified)	5	/	14	-10	1	18	-8	-1	-3
Cc1ccc(CCNC(=O)CCSCc2ccc(Cl)cc2)cc1	-2	-4	1	-4	-1	8	9	-2	-33

Source: PubChem BioAssay (The Scripps Research Institute Molecular Screening Center)
